Screens as filed in PubChem.
esBAF inh – Bmi1 luciferase reporter increase in mESCs, primary screen, esBAF inhibitor project, mouse ES cells, Bmi1 luciferase knock-in, single point; 24 h; 100% = twice the neutral-well signal; reporter increase, % at 12.5 µM; actives 2% (n = 350,000); in the data active means activation above about 40%;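 further: 0% = median of the plate's neutral control wells and 100% = double that signal; a rise in the Bmi1 reporter signal indicates esBAF inhibition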
RAD54 branch – inhibitors of human RAD54 branch migration, primary screen, biochemical, fluorescence, single point. AID 602329, 2012. DNA repair and recombination protein RAD54-like (Homo sapiens), Q92698. RAD54 Holliday junction branch migration, FAM/BHQ fluorescence. actives 0.14% (n = 360,000). inhibition, % at 10.4 µM;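 active means mean normalized replicate activity at least 40 and at least half of replicates scoring 40 or more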;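 further: 0% = median of neutral control wells and 100% = median of positive control wells; inhibitors cause a drop in the FAM fluorescence signal; in these data hits start at about 50%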
E-sel inducer – E-selectin induction in HUVECs, primary screen, imaging, HUVEC, immunofluorescence imaging, single point | actives 0.37% (n = 260,000) | activation, % at 7.58 µM | normalized: neutral wells 0, TNF-alpha wells 100 | P16581;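 active means mean E-selectin-positive cell signal at least 10% of the positive control, reached in at least 60% of replicates, without over 20% cell loss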;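 further: in these data hits start at about 27%; measured in HUVEC primary endothelial cells; signal is the percent of cells scored E-selectin positive by PE staining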
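Assay system: HUVEC, human umbilical vein endothelial cells / Amount: 3,000 HUVEC/well / Controls: TNF-alpha positive control, DMSO neutral control / Compound dosing: single concentration / Medium: EGM-2 over gelatin coat / Evaluation: percent E-selectin-positive cells / Signal: immunofluorescence imaging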
RAD52 inh – RAD52 DNA annealing inhibitors, primary screen, biochemical, FRET, single point, set 2. recombinant RAD52 DNA annealing, FRET fluorescence. inhibition, % at 18.7 µM. AID 651710, 2012. DNA repair protein RAD52 homolog (Homo sapiens), P43351. actives 0.46% (n = 360,000);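 active means every replicate showing at least 50% inhibition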
Target sequence (P43351 whole entry, looked up): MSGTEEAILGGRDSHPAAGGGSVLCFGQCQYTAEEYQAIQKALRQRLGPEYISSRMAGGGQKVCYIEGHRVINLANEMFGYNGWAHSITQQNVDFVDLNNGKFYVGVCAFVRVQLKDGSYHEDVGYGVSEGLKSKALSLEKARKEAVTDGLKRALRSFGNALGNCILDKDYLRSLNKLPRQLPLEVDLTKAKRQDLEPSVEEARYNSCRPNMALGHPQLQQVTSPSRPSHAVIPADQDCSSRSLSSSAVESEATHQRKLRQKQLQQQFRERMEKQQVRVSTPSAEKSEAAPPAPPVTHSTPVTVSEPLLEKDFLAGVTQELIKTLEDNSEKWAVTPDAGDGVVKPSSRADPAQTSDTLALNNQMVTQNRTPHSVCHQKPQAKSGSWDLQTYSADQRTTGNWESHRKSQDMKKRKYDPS
S100A4 inh HTS – inhibitors of S100A4-myosin IIA peptide binding, primary screen, biochemical, fluorescence polarization, TAMRA-MyoIIA peptide. inhibition, % at 10.7 µM. actives 0.14% (n = 360,000);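 active means mean inhibition of at least 70% across replicates, with every replicate also reaching that level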
Target sequence (P26447 whole entry, looked up): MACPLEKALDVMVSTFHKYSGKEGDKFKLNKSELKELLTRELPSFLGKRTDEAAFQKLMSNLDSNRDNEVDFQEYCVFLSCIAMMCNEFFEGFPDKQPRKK
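Compound dosing: one dose per compound; test system: human S100A4 monomer with TAMRA-labelled myosin IIA peptide; probe or stimulus: TAMRA-labelled myosin IIA heavy-chain peptide probe, 5 nM; medium: HEPES buffer with Ca2+, pH 7.2; schedule: 5 min incubation before reading; benchmarks: neutral control DMSO, positive control TFP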
ERAP1 HTS inh – human ERAP1 aminopeptidase inhibitors, primary screen, biochemical, single point, plate reader. recombinant ERAP1, Leu-AMC fluorescence, 60 min. inhibition, % at 10.7 µM. Endoplasmic reticulum aminopeptidase 1 (Homo sapiens), Q9NZ08. actives 0.15% (n = 340,000);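 active means mean replicate inhibition of at least 30%, or all replicates individually reaching that 30% level; inactive means mean below 30% and not every replicate reaching it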;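 further: 0% = neutral control wells and 100% = L-leucinethiol positive control wells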
XiGFP reactiv – activators of inactive X chromosome reactivation, primary screen, imaging, XiGFP fibroblasts, GFP high-content imaging, set 2; XiGFP mouse fibroblasts, % GFP-positive cells imaging, 3 d; cells co-treated with 5-aza-dC sensitizer; scaled so ellipticine positive control = 100%; activation, % at 7.58 µM; actives 0.055% (n = 360,000); AID 743238, 2013;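 active means mean normalized replicate activation at least 10% and every replicate at or above 10%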;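 further: 0% = median of on-plate neutral control wells and 100% = ellipticine 6 µM median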
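Material: XiGFP fibroblasts, SV40-immortalized. Buffer or medium: DMEM plus 5-aza-dC sensitizer. Compound: single concentration per compound, delivered by pin transfer. Times: 3 days compound exposure. Controls: ellipticine 6 µM.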
ERp5 inh – inhibitors of ERp5-driven insulin aggregation, primary screen, biochemical, turbidity, absorbance 650 nm, single point | actives 0.05% (n = 350,000) | inhibition, % at 9.99 µM | Protein disulfide-isomerase A6 (Homo sapiens), Q15084 | AID 651711, 2012 | 90 min;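 active means mean replicate inhibition above about 25%, with every replicate also reaching it, limit read from the data, passing the limit was not always enough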
Target sequence (Q15084 whole entry, looked up): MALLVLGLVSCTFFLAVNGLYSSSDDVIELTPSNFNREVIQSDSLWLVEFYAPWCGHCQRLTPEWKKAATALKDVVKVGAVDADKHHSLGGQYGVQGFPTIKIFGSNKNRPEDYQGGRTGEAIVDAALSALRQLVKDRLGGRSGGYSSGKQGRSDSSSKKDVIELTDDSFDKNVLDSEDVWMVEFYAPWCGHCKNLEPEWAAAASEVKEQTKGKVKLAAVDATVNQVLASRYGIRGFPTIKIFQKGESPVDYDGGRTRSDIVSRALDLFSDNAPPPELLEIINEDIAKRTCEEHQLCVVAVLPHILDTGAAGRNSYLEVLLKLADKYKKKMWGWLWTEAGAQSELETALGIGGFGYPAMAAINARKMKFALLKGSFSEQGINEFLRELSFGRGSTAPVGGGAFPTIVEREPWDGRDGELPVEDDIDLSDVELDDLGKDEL
The depositor's hits bear a star; x = no result given; & = joins results of further samples.

Sample of the layout (15 entries):
SMILES	esBAF inh	RAD54 branch	E-sel inducer	RAD52 inh	S100A4 inh HTS	ERAP1 HTS inh	XiGFP reactiv	ERp5 inh
O=C(CN1CCOCC1)NCC[C@@H]1CC[C@@H](NC(=O)Cc2ccccn2)[C@H](CO)O1	3	-3	-0.2	-47	-1	1	0.0	2
COC(=O)/C(C#N)=C/c1c(N2CCCCCC2)nc2ccccn2c1=O	-7	-10	0.0	-17	-1	4	0.0	7
COCCN(Cc1cc2cc(C)ccc2n2nnnc12)C(=S)Nc1ccccc1C	x	x	-1.2	-5	-8	-1	0.4	1
C[C@H](O)[C@@H]1CN2CCc3c([nH]c4ccccc34)[C@@H]2C[C@@H]1N(C)C(=O)Nc1ccccc1	2	-4	0.7	-39	-4	11	0.3	-6
CO[C@H](CN(C)C(=O)C1CCOCC1)[C@H](C)CN(C(=O)Nc1ccc(F)cc1)[C@@H](C)CO	1	1	-0.1	-9	-18	0	-0.1	-3
CCOc1cc(/C=C2\C(=N)N3N=CSC3=NC2=O)ccc1OS(=O)(=O)c1ccccc1	-11	-4	-0.1	-60	4	-5	0.0	-3
CCOC(=O)CSc1ncc(-c2ccc([N+](=O)[O-])cc2)[nH]1	x	x	x	5	-2	0	0.0	3
C[C@@H]1Cn2cnc(C(=O)N[C@@H](C)c3ccccc3)c2C(=O)N1	0	8	5.6	-17	13	x	0.2	0
COc1ccc(CCNC(=O)COC(=O)c2cc(OC)c(OC)cc2OC)cc1	x	x	x	-2	1	-5	0.1	-4
COc1ccc2cc(CN(C)C(=O)CN3C(=O)NC4(CCCC4)C3=O)ccc2c1	9	-3	-1.3	-91	-5	-2	0.1	4
O=S(=O)(c1cccs1)N1CCCCN2[C@H](C1)[C@@H](c1ccc(/C=C/c3ccccc3)cc1)[C@@H]2CO	5	5	0.2	-11	-3	0	0.1	-1
O=C(CCl)N(C/C=C/c1ccccc1)c1ccc2c(c1)OCCO2	x	x	-0.4	-21	5	0	0.8	4
COc1ccc(C(O)c2ncc(-c3ccccc3OC)[nH]2)cc1 (configuration not stated)	0	8	0.1	-10	0	3	0.0	-5
CCn1cc(CN2CCC(n3nccc3NC(=O)c3ccccc3OC)CC2)cn1	2	-6	x	0	1	4	0.0	3
COc1cccc(CC2(CO)CCCN(Cc3[nH]c4ccc(C)cc4c3C)C2)c1 (configuration not stated)	-84	1	0.4	-16	-2	x	-0.2	-2

This part in full, repeating the preview:
SMILES	esBAF inh	RAD54 branch	E-sel inducer	RAD52 inh	S100A4 inh HTS	ERAP1 HTS inh	XiGFP reactiv	ERp5 inh
O=C(CN1CCOCC1)NCC[C@@H]1CC[C@@H](NC(=O)Cc2ccccn2)[C@H](CO)O1	3	-3	-0.2	-47	-1	1	0.0	2
COC(=O)/C(C#N)=C/c1c(N2CCCCCC2)nc2ccccn2c1=O	-7	-10	0.0	-17	-1	4	0.0	7
COCCN(Cc1cc2cc(C)ccc2n2nnnc12)C(=S)Nc1ccccc1C	x	x	-1.2	-5	-8	-1	0.4	1
C[C@H](O)[C@@H]1CN2CCc3c([nH]c4ccccc34)[C@@H]2C[C@@H]1N(C)C(=O)Nc1ccccc1	2	-4	0.7	-39	-4	11	0.3	-6
CO[C@H](CN(C)C(=O)C1CCOCC1)[C@H](C)CN(C(=O)Nc1ccc(F)cc1)[C@@H](C)CO	1	1	-0.1	-9	-18	0	-0.1	-3
CCOc1cc(/C=C2\C(=N)N3N=CSC3=NC2=O)ccc1OS(=O)(=O)c1ccccc1	-11	-4	-0.1	-60	4	-5	0.0	-3
CCOC(=O)CSc1ncc(-c2ccc([N+](=O)[O-])cc2)[nH]1	x	x	x	5	-2	0	0.0	3
C[C@@H]1Cn2cnc(C(=O)N[C@@H](C)c3ccccc3)c2C(=O)N1	0	8	5.6	-17	13	x	0.2	0
COc1ccc(CCNC(=O)COC(=O)c2cc(OC)c(OC)cc2OC)cc1	x	x	x	-2	1	-5	0.1	-4
COc1ccc2cc(CN(C)C(=O)CN3C(=O)NC4(CCCC4)C3=O)ccc2c1	9	-3	-1.3	-91	-5	-2	0.1	4
O=S(=O)(c1cccs1)N1CCCCN2[C@H](C1)[C@@H](c1ccc(/C=C/c3ccccc3)cc1)[C@@H]2CO	5	5	0.2	-11	-3	0	0.1	-1
O=C(CCl)N(C/C=C/c1ccccc1)c1ccc2c(c1)OCCO2	x	x	-0.4	-21	5	0	0.8	4
COc1ccc(C(O)c2ncc(-c3ccccc3OC)[nH]2)cc1 (configuration not stated)	0	8	0.1	-10	0	3	0.0	-5
CCn1cc(CN2CCC(n3nccc3NC(=O)c3ccccc3OC)CC2)cn1	2	-6	x	0	1	4	0.0	3
COc1cccc(CC2(CO)CCCN(Cc3[nH]c4ccc(C)cc4c3C)C2)c1 (configuration not stated)	-84	1	0.4	-16	-2	x	-0.2	-2
Cc1ccccc1NC(=O)Nc1ccccc1Br	16	-8	x	-44	-1	-5	x	2
CO[C@@H]1CN(C)C(=O)c2cc(NC(=O)c3nc4ccccc4s3)ccc2OC[C@@H](C)NC[C@@H]1C	0	11	0.3	4	-33	0	0.1	0
O=C1C[C@@](C(=O)NCCN2CCOCC2)(c2ccc([N+](=O)[O-])cc2)[C@@H](c2ccc(CO)cc2I)N1CC12CC3CC(CC(C3)C1)C2	x	-11	x	58*	11	1	x	3
CSc1ccc(CCNC(=O)c2ccc(CS(=O)Cc3ccccc3Cl)o2)cc1 (configuration not stated)	-3	-1	0.4	-2	0	-2	0.0	x
CN(CC(=O)Nc1ccccc1Cl)C(=O)COC(=O)CSc1ccc(Cl)cc1	2	-6	-0.2	-6	1	3	-0.1	3
CC(C)(C)c1cc(NC(=O)c2ccco2)no1	-13	-2	-0.6	-17	-8	-1	0.5	28*
O=S(=O)(c1ccccc1)N1CCC(O)(CN2CCN(c3ccccc3)CC2)CC1	0	-11	0.6	-13	-3	0	0.0	3
O=C(CN1CCN(c2cnn(-c3ccccc3)c(=O)c2Cl)CC1)NC1CCS(=O)(=O)C1 (configuration not stated)	8	8	0.3	-10	3	8	0.0	6
C[C@@H]1CN([C@H](C)CO)C(=O)c2cccc(NC(=O)Nc3ccc(F)cc3)c2O[C@H]1CN(C)CC1CC1	2	1	1.0	7	7	-3	0.1	-6
Cc1noc(C)c1NC(=O)N(C)C[C@H]1Oc2ccc(NS(=O)(=O)c3cn(C)cn3)cc2CC(=O)N([C@H](C)CO)C[C@@H]1C	-1	6	x	10	9	0	-1.0	-7
Cc1ccc(-c2[nH]c3cc(C(N)=O)ccc3c(=O)c2O)cc1	0	0	0.8	-8	1	1	-0.3	-10
O=C(C[C@@H]1C[C@H]2c3cc(NC(=O)C4CCOCC4)ccc3O[C@H]2[C@H](CO)O1)NCC(F)(F)F	-2	5	0.6	1	5	-1	0.2	-3
Cc1cc(C(=O)N2CCCC(C(=O)c3ccc4ccccc4c3)C2)nn1C (configuration not stated)	-4	x	-0.3	0	-4	x	0.5	3
COc1cccc(-c2cnc3c(c2)C(=O)N([C@H](C)CO)C[C@@H](C)[C@@H](CN(C)C(=O)CC2CC2)O3)c1	-2	-2	-0.4	-9	1	0	0.3	-2
CC(C)CC(=O)OCC(=O)Nc1ccccc1Sc1ccccc1	x	x	x	5	22	-3	0.0	0
CC(=O)NC(CC(=O)OCC(=O)c1cc(C)ccc1C)c1ccccc1 (configuration not stated)	0	-3	-0.1	-2	0	4	-0.1	8
CCN(CC)C(=O)CSc1nnnn1-c1ccc(F)c(Cl)c1	x	x	x	17	4	1	-0.1	2
CC(C)NC(=O)Nc1ccc2c(c1)CC(=O)N([C@H](C)CO)C[C@@H](C)[C@H](CN(C)C(=O)Nc1ccc(C(F)(F)F)cc1)O2	-3	5	-0.2	2	-9	-1	-1.0	-3
COC(=O)[C@@]12C[C@@H](CC(=O)NCCCCc3ccccc3)C(=O)N(CCc3ccc(OC)c(OC)c3)C1=CCC(C)(C)C2	x	x	0.1	-11	-1	x	-0.1	12
CCCCN(CCCC)Cc1cc(=O)oc2cc(OC)c(Cl)cc12	-13	5	-0.1	-36	-2	0	0.3	-4
Cc1ccc(C)c(NC(=O)COc2coc(CN3CCc4ccccc4C3)cc2=O)c1	x	3	x	-35	-11	4	0.0	-1

One compound at a time (already shown).
O=C(C[C@@H]1C[C@H]2c3cc(NC(=O)C4CCOCC4)ccc3O[C@H]2[C@H](CO)O1)NCC(F)(F)F across the screens: esBAF inh = -2; RAD54 branch = 5; E-sel inducer = 0.6; RAD52 inh = 1; S100A4 inh HTS = 5; ERAP1 HTS inh = -1; XiGFP reactiv = 0.2; ERp5 inh = -3
CC(C)CC(=O)OCC(=O)Nc1ccccc1Sc1ccccc1 across the screens: esBAF inh = x; RAD54 branch = x; E-sel inducer = x; RAD52 inh = 5; S100A4 inh HTS = 22; ERAP1 HTS inh = -3; XiGFP reactiv = 0.0; ERp5 inh = 0

The list goes on.
SMILES	esBAF inh	RAD54 branch	E-sel inducer	RAD52 inh	S100A4 inh HTS	ERAP1 HTS inh	XiGFP reactiv	ERp5 inh
Cc1ccc(N2CC(C(=O)Nc3ccccc3OC(F)F)CC2=O)cc1 (configuration not stated)	-7	-5	-0.6	-5	-8	0	0.2	4
CCN(c1ccccc1)S(=O)(=O)c1cccc(C(=O)N(C)CC(=O)Nc2ccc(F)c(F)c2F)c1	-1	2	0.2	-14	-6	-1	-0.1	4
COC(=O)c1c(NC(=O)CC2Sc3ccc(C(F)(F)F)cc3NC2=O)sc(C)c1C (configuration not stated)	x	x	x	5	-1	3	0.0	-3
COCC(=O)Nc1ccc2c(c1)[C@@H]1C[C@@H](CC(=O)NCc3ccc(Cl)cc3)O[C@@H](CO)[C@@H]1O2	2	0	-0.5	x	x	x	0.0	x
CCN1CCN(S(=O)(=O)c2ccc(Cl)c(C(=O)N(C)Cc3ccc(C(C)(C)C)cc3)c2)CC1	-2	-4	x	6	-3	-7	0.0	-5
CC(C)(C)OC(=O)N1CCCN(C(=O)c2ccc(Cl)cc2)CC1	-1	-6	-0.2	-10	2	4	0.0	8
N#Cc1ccc(NC(=O)COC(=O)C2=COCCO2)cc1	3	-19	x	6	0	1	x	5
N#C[C@@H]1[C@H](c2ccc(-c3cccc(F)c3)cc2)[C@@H](CO)N1C(=O)NC1CCCCC1	x	x	1.0	-67	-9	1	-0.1	-3
C[C@H](CO)N1C[C@H](C)[C@@H](CN(C)Cc2ccc(C(=O)Nc3ccccc3N)cc2)Oc2ccc(NC(=O)CCN3CCOCC3)cc2CC1=O	1	-2	-4.3	-1	23	-2	0.1	-9
CC(C)CC1Nc2ncnc(N3CCOCC3)c2N(Cc2ccc(Cl)cc2)C1=O (configuration not stated)	-2&0	-9&-8	-0.1&0.3	-19&1	1&0	-2&1	0.0&1.2	-4&-5
